Assay outcomes as filed in PubChem.
RORg inh: inhibitors of mouse ROR gamma transcriptional activity; P51450; Drosophila S2 Gal4-RORgamma UAS-luciferase reporter, 20 h; Potency, µM (doses to about 53.6 µM), for the others: top-dose activity change, negative = inhibition, actives largely listed as inhibitors; hit rate 5.4% among 310,000; AID 2551; further: on the % scale 0 is the no-effect control and ±100 the full control effect; nearly all actives have a fitted effect of over 60% in size
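A Gal4/UAS one-hybrid system in insect cells: metallothionein-promoter Gal4–ROR gamma fusion plus Photinus luciferase reporter. Copper sulfate 700 uM final, 20 hr ambient incubation, luminescent detection after 10 min with reagent.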
ELG1 genotoxic: genotoxicity induction in ELG1-luciferase HEK293T cells; HEK293T ELG1-luciferase reporter, luminescence, 16 h; Potency, µM (series often up to 46 µM), without a hit: at the highest dose activity change, positive = activation, hits mostly activators; hit rate 1.3% among 330,000; AID 504466; further: % of control where 0% means no effect; nearly all actives have a fitted effect of over 60% in size
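Reporter readout depends on ELG1 protein level, which increases with genetic stress. After 16 hr compound exposure at 37 °C, luciferase activity was quantified using ONE-Glo.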
uPA surface inh: cell surface uPA generation inhibition; cell surface uPA generation assay, qHTS; Potency, µM (doses to about 38.3 µM), for inactives: at the highest dose activity change, negative = inhibition, actives largely listed as inhibitors; hit rate 0.31% among 330,000; AID 540303; active means well fitted inhibition curve with a large enough effect; inconclusive means small, poorly fitted or top-dose-only effect; inactive means no such curve, though single readings can be large or run the other way; tested in mouse RAW 264.7 cells; further: on the % scale 0 is the no-effect control and ±100 the full control effect; nearly all actives have a fitted effect of over 55% in size
FLuc counter: inhibits or activates purified firefly luciferase, miR-21 counter-screen | purified FLuc, Km substrates, luminescence inhibition | Potency, µM (highest dose often 57.5 µM), without a hit: at the top dose activity change, negative = inhibition, actives largely listed as inhibitors | P08659 | AID 588342 | hit rate 6.9% among 360,000;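 further: plate controls were vehicle for no effect and reference inhibitor for full effect; nearly all actives have a fitted effect of over 55% in size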
Target sequence (P08659 whole entry, looked up): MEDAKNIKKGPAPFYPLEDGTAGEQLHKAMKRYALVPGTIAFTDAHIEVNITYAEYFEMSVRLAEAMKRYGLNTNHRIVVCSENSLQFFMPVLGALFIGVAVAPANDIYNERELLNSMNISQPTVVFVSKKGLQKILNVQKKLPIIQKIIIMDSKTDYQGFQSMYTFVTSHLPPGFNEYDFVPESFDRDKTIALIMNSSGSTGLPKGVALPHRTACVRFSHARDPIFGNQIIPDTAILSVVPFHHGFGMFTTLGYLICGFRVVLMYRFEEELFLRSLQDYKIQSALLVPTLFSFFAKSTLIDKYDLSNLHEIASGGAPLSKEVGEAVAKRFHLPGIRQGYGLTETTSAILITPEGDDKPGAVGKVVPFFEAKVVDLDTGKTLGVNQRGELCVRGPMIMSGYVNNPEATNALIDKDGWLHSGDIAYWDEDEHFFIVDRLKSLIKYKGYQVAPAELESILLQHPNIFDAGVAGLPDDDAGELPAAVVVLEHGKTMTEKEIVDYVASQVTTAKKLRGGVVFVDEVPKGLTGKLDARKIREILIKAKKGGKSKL
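Purified P. pyralis luciferase, 10 nM final, with Km-level 10 uM D-luciferin and 10 uM ATP in 50 mM Tris acetate pH 7.5, 10 mM Mg acetate, 0.01% Tween-20, 0.05% BSA; 6-point qHTS titration about 60 µM downward; luminescence read.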
p53 reactivator: mutant p53 re-activation in reporter cells. H1299 p53-A138V BP100-luciferase reporter, luminescence, 24 h. Potency, µM (top dose mostly 92.2 µM), without a hit: at the top dose activity change, positive = activation, most hits filed as activators. hit rate 0.063% among 320,000. AID 504706; further: % of control where 0% means no effect; nearly all actives have a fitted effect of over 45% in size
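p53-null H1299 cells stably carrying temperature-sensitive p53-A138V and a BP100-luciferase reporter were pinned with compounds (4-point, 1:5 series) and held 24 hrs at 37 deg C. Luminescence was read 10 min after detection reagent.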
Rab9 prom act: activators of Rab9 promoter; hit rate 2.8% among 320,000; Potency, µM (doses to about 9.22 µM), for inactives: top-dose activation, negative = inhibition, hits mostly activators; Huh7 Rab9 promoter-luciferase reporter, luminescence, 24 h; further: % of control where 0% means no effect; nearly all actives have a fitted effect of over 60% in size
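Luciferase signal after 10 min detection reagent at ambient indicates Rab9 promoter upregulation; stably transfected Huh7 cells were treated 24 h with compound in DMSO at 37 °C, 5% CO2.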
VP16 counter: Gal4-VP16 reporter inhibition counter-screen; AID 2546; Drosophila S2 Gal4-VP16 UAS-luciferase, luminescence, 20 h; Potency, µM (highest dose often 53.6 µM), for inactives: top-dose activity, negative = inhibition, usual class: inhibitors; hit rate 3.5% among 310,000;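 further: Gal4-VP16 expression switched on by copper sulfate through the metallothionein promoter; on the % scale 0 is the no-effect control and ±100 the full control effect; nearly all actives have a fitted effect of over 50% in size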
MBNL1 CUG block: inhibitors of human MBNL1 binding to CUG repeat RNA. Q9NR56. TR-FRET MBNL1-His/biotin-(CUG)12 binding, 665/545 ratio. Potency, µM (doses to about 57.5 µM), for inactives: at the highest dose activity change, negative = inhibition, usual class: inhibitors. hit rate 0.036% among 280,000; active means well fitted inhibition curve with a large enough effect in the signal ratio, with a control signal flat, not every such curve was filed as active; inconclusive means small, poorly fitted or top-dose-only effect, or effect the other way, or a change in a side signal; inactive means no such curve, though single readings can be large or run the other way; the % refers to the signal ratio; further: on the % scale 0 is the no-effect control and ±100 the full control effect
Target sequence (Q9NR56 whole entry, looked up): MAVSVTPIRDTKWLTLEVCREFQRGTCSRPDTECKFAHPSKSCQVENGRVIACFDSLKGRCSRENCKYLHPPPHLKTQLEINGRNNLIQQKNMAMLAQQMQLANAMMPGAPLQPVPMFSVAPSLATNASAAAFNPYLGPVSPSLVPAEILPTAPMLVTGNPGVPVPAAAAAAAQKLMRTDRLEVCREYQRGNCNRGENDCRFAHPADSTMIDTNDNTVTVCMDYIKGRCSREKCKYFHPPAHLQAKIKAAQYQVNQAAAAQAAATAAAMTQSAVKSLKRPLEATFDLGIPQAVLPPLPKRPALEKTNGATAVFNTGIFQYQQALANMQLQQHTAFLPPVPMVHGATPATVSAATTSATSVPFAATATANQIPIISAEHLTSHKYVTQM
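Compound titration spanned 92 nM–58 uM against the MBNL1-His/biotin-(CUG)12 complex. After 60 min at room temperature with 5 nM streptavidin-XL665 and 0.055 ng/ul terbium anti-His, ratiometric 665/545 nm emission (Ex 340 nm) normalized to controls.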
CXXC DNA block: blocks binding of human MLL CXXC domain to DNA. MLL-CXXC / FITC-HOXA9 DNA fluorescence polarization. Q03164. Potency, µM (highest dose often 115 µM), inactives show top-dose activity change, negative = inhibition, actives largely listed as inhibitors. AID 2662. hit rate 0.037% among 290,000; active means well fitted inhibition curve with a large enough effect in the polarisation, with a control signal flat, not every such curve was filed as active; inconclusive means small, poorly fitted or top-dose-only effect, or effect the other way, or a change in a side signal; inactive means no such curve, though single readings can be large or run the other way; the % refers to the polarisation
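Purified MLL-CXXC (added from a 7 uM solution) was preincubated 5 min at ambient with pinned compounds in 50 mM Tris-HCl pH 7.5, 50 mM NaCl, 1 mM DTT, 0.05% BSA. Fluorescein-labeled HOX-A9 DNA (50 nM solution) followed, 30 min, then polarization read.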
BRCA1 expr up: increases BRCA1 expression; AID 624202; Potency, µM (top dose mostly 46.1 µM), without a hit: top-dose activation, usual class: activators; hit rate 1.1% among 380,000; MCF7-BRCA1-FFLuc reporter, luminescence, 48 h; response scale: scaled: vehicle 0%, 10 µM genistein 100%; further: nearly all actives have a fitted effect of over 80% in size; some results filed as inactive show a strong effect at the top dose
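MCF7-BRCA1-FFLuc cells, 2000/well in phenol-red-free MEM, attached 2 h then treated 48 h at 37 C. Luciferase luminescence read 15 min after reagent; normalized to genistein maximum activation (10microM) and DMSO, concentration-response fitted.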
NPC1 prom act: activates the NPC1 promoter. Huh7 NPC1 promoter luciferase reporter, 24 h. Potency, µM (doses to about 9.22 µM), without a hit: at the top dose activation, most hits filed as activators. hit rate 2.4% among 320,000. AID 485313;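 further: % of control where 0% means no effect; nearly all actives have a fitted effect of over 60% in size; reporter is driven by a mutant NPC1 promoter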
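Luciferase expression driven by the NPC1 promoter was measured in stably transfected Huh7 cells after a 24 h compound incubation, using a luciferase reagent and a luminescence read.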
Numbers without * were called inactive; ? = inconclusive; . = not tested or not shown; [ ] = remark or other dose. Unless noted, the call rests on the fitted dose curve; in most records, active means well fitted curve in the direction sought with a large enough effect; inconclusive means small, poorly fitted or top-dose-only effect, or another doubt; inactive means no such curve, though single readings can be large; an effect the other way counts as inactive or inconclusive. Potency means the concentration at half of the fitted maximal effect. Some of the compounds tested, so the mix of outcomes need not match the whole.

SMILES	RORg inh	ELG1 genotoxic	uPA surface inh	FLuc counter	p53 reactivator	Rab9 prom act	VP16 counter	MBNL1 CUG block	CXXC DNA block	BRCA1 expr up	NPC1 prom act
Cc1n[nH]c(C)c1S(=O)(=O)N(C)Cc1ccco1	.	2%	-21%	.	0%	1%	.	.	.	1%	0%
Cc1ccc(O)c(N=Cc2ccc(C)s2)c1	-36%	1%	5%	-14%	?	-1%	-10%	.	-4%	38%	-3%
COc1ccc(OC)c(/C(O)=C/C(=O)C(=O)Nc2cc(C)ccc2OC)c1	3.5µM*	-6%	2%	2%	2%	-1%	11µM*	13%	15%	-7%	-6%
CCN(CC)CCOC(=O)c1ccc(N/C=C(/C#N)c2nc(-c3ccc(OC)c(OC)c3)cs2)cc1	?	0%	-4%	-1%	2%	-1%	?	?	?	-15%	-3%
O=C1OCCC1Sc1nnc(-c2ccc3c(c2)OCO3)n1-c1ccccc1 (stereo not drawn)	3%	-1%	2%	1%	-4%	2%	-5%	4%	-3%	-12%	-1%
CCOC(=O)Cc1csc(N/N=C\c2ccc(N(C)C)cc2)n1	?	8%	10%	2.4µM*	-2%	29%	-3%	13%	2%	-3%	?
CC(C)c1ccc(NC(=S)Nc2ccc3cn[nH]c3c2)cc1	?	1%	3%	?	2%	20%	?	4%	0%	?	15%
CNC(=S)NNC(=O)c1sc(-c2cc(C)on2)nc1C	-35%	1%	1%	17µM*	-7%	-1%	-16%	12%	15%	-36%	-4%
Cc1cccc(N2CCN(S(=O)(=O)c3ccc(-c4coc(C)n4)cc3)CC2C)c1 (stereo not drawn)	41%	-5%	4%	0%	22%	-4%	0%	3%	4%	0%	-4%
COc1ccc(NC(=O)COC(=O)CN2C(=O)NC(C)(C)C2=O)cc1	.	5%	?	2%	-6%	7%	.	.	.	2%	-2%
Cc1nc2ccccc2n1S(=O)(=O)N(C)C	1%	-3%	1%	-1%	0%	6%	3%	5%	6%	6%	1%
O=C(Nc1ccc(NC(=O)C2CCCCC2)nc1)c1cccs1	34%	13%	0%	?	5%	?	28%	12%	1%	4%	26%
c1ccc(CCNc2ncnc3c2nnn3Cc2ccccc2)cc1	-42%	0%	4%	-1%	6%	-2%	-27%	-6%	15%	3%	4%
O=C(CN(C(=O)c1csnn1)c1cccc(C(F)(F)F)c1)NC1CCCC1	14%	-12%	-4%	2%	1%	-5%	5%	-8%	-5%	-4%	1%
CCOC(=O)n1ccc(C(=O)Nc2ccccc2F)n1	24%	.	-3%	-2%	.	23%	5%	-19%	57%[activator]	?	24%
CCn1c(C(=O)N2CCC(C(=O)N3CCN(c4ccccn4)CC3)CC2)cc2sccc21	?	-44%[inhibitor]	-29%	6%	-7%	1%	11%	?	2%	-2%	-2%
Cc1onc(-c2ccccc2)c1C(=O)NCc1cccc(Cl)c1	-16%	-4%	-2%	1%	6%	-2%	-2%	-1%	-2%	-5%	-7%
Cc1cccc(N2CCN(C(=O)c3ccc(CS(=O)Cc4ccc(Cl)cc4)o3)CC2)c1C (stereo not drawn)	17%	-12%	-6%	1%	-5%	-4%	-9%	-2%	?	-9%	-3%
Cc1ccc(N2CC(C)Cn3c2nc2c3c(=O)[nH]c(=O)n2C)cc1 (stereo not drawn)	4%	-4%	5%	2%	3%	-6%	3%	5%	-4%	2%	-3%
Cc1nnc(-c2ccc(Oc3ccc(Br)cc3)c([N+](=O)[O-])c2)o1	?	-6%	-6%	2%	-2%	-4%	0%	.	13%	-4%	-3%

3 entries already listed, arranged by the number in p53 reactivator, smallest number first.
Compound | uPA surface inh | p53 reactivator | Rab9 prom act | CXXC DNA block | NPC1 prom act
COc1ccc(NC(=O)COC(=O)CN2C(=O)NC(C)(C)C2=O)cc1 | ? | -6% | 7% | . | -2%
Cc1cccc(N2CCN(C(=O)c3ccc(CS(=O)Cc4ccc(Cl)cc4)o3)CC2)c1C (stereo not drawn) | -6% | -5% | -4% | ? | -3%
Cc1n[nH]c(C)c1S(=O)(=O)N(C)Cc1ccco1 | -21% | 0% | 1% | . | 0%

New compounds follow.
SMILES	RORg inh	ELG1 genotoxic	uPA surface inh	FLuc counter	p53 reactivator	Rab9 prom act	VP16 counter	MBNL1 CUG block	CXXC DNA block	BRCA1 expr up	NPC1 prom act
COc1ccccc1CNC(=O)C(=O)NCC1CCCO1 (stereo not drawn)	23%	1%	-4%	-14%	?	21%	1%	-14%	5%	46%	6%
Cc1cc(C)nc(N2CCCC(C(=O)NCc3cccc(C(F)(F)F)c3)C2)n1 (stereo not drawn)	-9%	2%	.	9%	2%	-4%	0%	-10%	7%	3%	-1%
CCOc1cc(OCC)cc(C(=O)Nc2cccnc2)c1	9%	0%	3%	2%	-3%	-2%	-2%	-7%	-4%	-20%	4%
CCN(CC)c1ccc(NC(=O)COC(=O)COc2ccccc2[N+](=O)[O-])cc1	5%	1%	-7%	-9%	-3%	0%	-15%	2%	-7%	-13%	-1%
CCOC(=O)C(NC(=O)c1ccccc1)(Nc1cc(C)on1)C(F)(F)F (stereo not drawn)	?	-9%	1%	0%	-5%	-5%	-10%[0.365 µM]	0%	4%	0%	6%
O=C(CCC(=O)c1cccs1)NNC(=O)c1ccc(Cl)cc1	.	3%	-9%	-8%	6%	0%	.	.	.	-9%	-1%
CCC(=O)Nc1c2c(nn1-c1cccc(Cl)c1)CS(=O)(=O)C2	-6%	2%	-12%	0%	0%	-2%	-1%	1%	6%	2%	4%
O=c1c(-c2ccnn2-c2ccccc2F)cnc2n1CCS2	43%	6%	5%	3%	7%	11%	1%	1%	-3%	13%	2%
CCOC(=O)c1cc2sccc2n1CC(=O)Nc1ccc2c(c1)OCCO2	-35%	-1%	13%	-15%	10%	3%	26%	5%	14%	-2%	8%
CCC(C)C(=O)Nc1nnc(SCC(=O)NC2CCCC2)s1 (stereo not drawn)	24%	0%	2%	2%	-2%	-8%	-6%	-13%	-9%	-15%	0%
CC1(c2ccccc2)NC(=O)N(CC(=O)Nc2ccc(N3CCOCC3)cc2N2CCOCC2)C1=O (stereo not drawn)	.	-3%	1%	4%	3%	5%	.	.	.	9%	-4%
CC(Sc1nnc(-c2cc3ccccc3o2)n1-c1ccccc1)C(=O)O (stereo not drawn)	-2%	1%	2%	4%	5%	2%	-4%	1%	-1%	-18%	-2%
O=C(COc1coc(CN2CCN(Cc3ccccc3)CC2)cc1=O)Nc1ccccc1	.	-7%	0%	2%	7%	-2%	.	.	.	-21%	-2%
COc1ccc(C(=O)Nc2ccc(N3CCN(C)CC3)cc2)cc1[N+](=O)[O-]	1%	1%	-1%	?	-2%	-4%	3%	?	4%	-1%	-1%
COc1ccc(SC[C@H](Cc2ccccc2)N2CC[C@@H](O)CCC2=O)cc1	.	5%	0%	0%	?	3%	.	.	.	-2%	-6%
CC(C)c1csc(CN2CCC(N3CCC(C(=O)N4CCOCC4)CC3)CC2)n1	2%	-1%	9%	-3%	2%	-3%	-17%	0%	-2%	1%	-6%
O=C(O)c1ccc(CNCc2cccc(Cl)c2)cc1	-12%	0%	2%	3%	-1%	2%	-7%	-7%	4%	-2%	1%
CCN(Cc1ccccc1)Cc1cc(OC)cc(OC)c1	10%	-1%	.	6%	9%	3%	-12%	-11%	-1%	1%	0%
COc1ccc(N/C(C)=C2/C(=O)C(=O)N(CCO)C2c2ccc(Br)cc2)cc1 (stereo not drawn)	2%	1%	-8%	9%	-9%	0%	4%	?	0%	-8%	-7%
Cn1c2ccccc2c2cc(C(=O)O)ccc21	-6%	-1%	4%	3%	0%	-6%	?	11%	-16%	-14%	-1%
O=S(=O)(c1cccc2cccnc12)N1CCOCC1	-17%	0%	.	-1%	-2%	1%	-13%	1%	-2%	3%	0%
CC(=O)c1ccc(NC(=O)C2CCCC2)cc1	10%	10%	2%	-16%	.	15%	15%	-3%	7%	57%	10%
O=C(COC(=O)C1CC1)Nc1ccc(Oc2ccccc2)cc1	?	-2%	-4%	21µM*	7%	?	0%	1%	4%	29%	-2%
CC(C)(C)c1ccc(-c2nnc(SCCC#N)n2C2CCCC2)cc1	6%[0.365 µM]	-2%	4%	-1%	-1%	-6%	.	-1%	4%	-60%	-1%
COc1ccc(OC)c(S(=O)(=O)NC2CC2)c1	-3%	-2%	5%	6%	17%	-1%	-2%	3%	-5%	1%	0%
O=C(CC1N=C2c3ccccc3N=C(SCc3ccc(Cl)cc3)N2C1=O)NCc1ccco1 (stereo not drawn)	?	0%	-2%	-16%	-6%	6%	0%	-2%	-6%	-29%	0%
